# Bioassay records: PubChem, Sanford-Burnham Center for Chemical Genomics
# SENP1 FRET inh: inhibitors of human SENP1 SUMO protease catalytic domain; Q9P0U3; recombinant SENP1 catalytic domain, CyPet-SUMO1-YPet FRET cleavage; inhibition, % at 10 µM; actives 0.21% (n = 360,000); AID 624204;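 active means inhibition at least 30% at 10 µM, raw YFP signal under a set limit, fluorescence ratio 0.5 to 1.5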;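 further: 0% = enzyme with DMSO and 100% = no enzyme wells; some results filed as inactive read as strong as hits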
#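 Material: hSENP1 catalytic domain, recombinant; medium: Tris pH 8 with BME, BSA, NP40 and catalase; compound: single concentration of 10 µM compound, 0.5% DMSO final; technique: FRET read of cyan and yellow fluorescence; timing: 50 min enzyme reaction, room temperature, light-protected; reagent: SFCypet-SUMO1-SFYpet substrate at 25 nM; control set: no-enzyme low, enzyme-DMSO high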
# PfGluPho inh: PfG6PD (Plasmodium falciparum) enzyme inhibition | actives 0.78% (n = 350,000) | AID 504690 | PfGluPho enzyme, NADPH resazurin-diaphorase fluorescence | inhibition, % at 20 µM;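 active means inhibition reaching at least a set limit at 20 µM in the primary screen, cut at about 59% in these data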;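 further: 0% = DMSO wells with substrate and 100% = DMSO wells lacking glucose-6-phosphate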
# MPTP inh: permeability transition pore inhibition; isolated mouse mitochondria, Ca2+ swelling absorbance, 30 min; inhibition, % at 10 µM; actives 1.4% (n = 360,000);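 active means inhibition of 50% or more, scaled per plate between neutral and stimulator controls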;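 further: 0% = DMSO wells given calcium and 100% = 1 mM EGTA wells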
# hIAP act: human IAP activation. AID 2524. activation factor at 10 µM. actives 0.16% (n = 330,000). P09923. purified human IAP, CDP-Star luminescence, 30 min; active compounds read high; 1 = vehicle-only enzyme, 0 = enzyme-free background;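 active means activation factor of the enzyme at least 2-fold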; further: the source names both 10 and 20 µM as test concentration; values of inactives mirror those of a sister screen read the other way
# Target sequence (P09923 whole entry, looked up): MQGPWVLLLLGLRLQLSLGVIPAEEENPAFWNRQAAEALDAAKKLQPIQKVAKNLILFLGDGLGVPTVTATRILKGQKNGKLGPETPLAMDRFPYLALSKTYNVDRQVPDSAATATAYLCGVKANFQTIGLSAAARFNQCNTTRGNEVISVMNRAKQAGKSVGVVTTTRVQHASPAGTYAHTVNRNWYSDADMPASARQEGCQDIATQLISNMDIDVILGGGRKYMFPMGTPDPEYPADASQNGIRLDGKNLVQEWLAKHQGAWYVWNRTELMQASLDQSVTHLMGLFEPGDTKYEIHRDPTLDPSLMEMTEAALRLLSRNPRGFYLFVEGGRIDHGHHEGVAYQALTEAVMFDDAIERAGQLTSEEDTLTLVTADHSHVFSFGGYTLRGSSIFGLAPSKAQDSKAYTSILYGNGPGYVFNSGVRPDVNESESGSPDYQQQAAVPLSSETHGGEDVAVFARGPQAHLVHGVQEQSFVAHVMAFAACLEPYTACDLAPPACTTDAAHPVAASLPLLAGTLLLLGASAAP
# SENP6 inh: SENP6 protease inhibition | Q9GZR1 | Recombinant SENP6 catalytic domain, aminoluciferin luminescence | inhibition, % at 10 µM | actives 1.8% (n = 330,000) | AID 2599;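 active means inhibition above about 50% at the single tested dose, limit read from the data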;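 further: plate controls were DMSO wells with enzyme for no effect and DMSO wells lacking enzyme for full effect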
# SENP8 block: inhibitors of human SENP8 protease; actives 0.64% (n = 360,000); inhibition, % at 20 µM; recombinant SENP8, Nedd8 substrate fluorescence; Q96LD8; in the data active means inhibition mostly above about 40%, no sharp cut-off; inactive means mostly below about 27%
# NR3A LBD binder: modulators (binders) of human NR3A ligand-binding domain; NR3A LBD differential scanning fluorimetry, Tm shift; 0% = protein alone, 100% = glycine-bound protein; Tm shift relative to glycine control, % at 25 µM; actives 2.5% (n = 340,000); AID 1259313;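 active means melting temperature shift of at least 10% of the positive control shift, at one fixed dose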
# ATG4B inh: ATG4B (human) cysteine protease inhibition; Q9Y4P1; ATG4B cleavage of LC3-PLA2, NBD-HPC fluorescence, 1 h; actives 0.51% (n = 340,000); AID 504462; inhibition, % at 8.33 µM; in the data active means inhibition above about 40%
# Target sequence (Q9Y4P1 whole entry, looked up): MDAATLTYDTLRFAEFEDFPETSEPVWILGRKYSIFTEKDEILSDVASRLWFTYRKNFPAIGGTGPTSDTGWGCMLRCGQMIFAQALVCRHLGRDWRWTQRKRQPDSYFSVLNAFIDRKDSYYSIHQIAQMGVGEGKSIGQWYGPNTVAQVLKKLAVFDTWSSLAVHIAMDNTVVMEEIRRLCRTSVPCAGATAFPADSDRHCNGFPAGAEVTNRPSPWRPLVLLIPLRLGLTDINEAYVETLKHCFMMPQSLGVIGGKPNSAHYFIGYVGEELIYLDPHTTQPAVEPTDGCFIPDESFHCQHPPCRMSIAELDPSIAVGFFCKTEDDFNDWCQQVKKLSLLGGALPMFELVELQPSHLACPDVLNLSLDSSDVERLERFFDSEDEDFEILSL
# An asterisk follows results filed as active; . = no result given.
# Values in the order: PfGluPho inh	hIAP act	SENP6 inh	SENP8 block	NR3A LBD binder	ATG4B inh	MPTP inh	SENP1 FRET inh
> CCCS(=O)(=O)c1c(S(=O)(=O)CCC)c2cnccn2c1C(=O)c1ccc(Cl)cc1
  11	1.1	-17	25	-2	-7	-0.8	0
> O=C(NC1=NCCS1)c1ccncc1
  17	1	2	8	3	-6	-5.8	2
> OCCOCCn1c(CCNc2nc(-c3ccc(F)cc3)cs2)nc2cc(C(F)(F)F)ccc21
  27	1.1	1	10	-5	-8	-0.7	0
> O=C1c2ccccc2C(=O)N1CSc1ncccn1
  -18	0.94	-1	6	1	4	-2.4	2
> COc1ccccc1CCNC(=O)C1CC(=O)N(c2ccccc2F)C1 (stereo not drawn)
  -14	.	.	1	.	.	-1.8	0
> Cn1c(=O)c2c(ncn2Cc2nnc(N)s2)n(C)c1=O
  -1	1.1	-26	9	-2	-3	-1.5	1
> CC(=O)Cn1c(=O)oc2ccccc21
  -2	1	-3	17	1	-2	1.1	0
> CCc1nnc(NC(=O)CSc2nnc(-c3cccnc3)n2CCc2ccccc2)s1
  -14	.	.	21	1	-2	-0.8	0
> COC(=O)c1ccc(OC)c(Cn2c(=O)n(C)c(=O)c3sccc32)c1
  2	0.95	12	1	1	-7	0.2	0
> CCN(CC)C(=O)[C@H]1C[C@H](CC(=O)NCCCn2ccnc2)C(=O)N2CCc3c([nH]c4cc(CCC(=O)N(C)C)ccc34)[C@]12C
  -10	.	.	16	0	1	-1.3	-1
> CCCN1C(=O)CC(=O)N=C1SCC(=O)Nc1ccccc1F
  -7	0.96	0	-4	-1	-3	-0.6	0
> CCCCC(=O)Nc1ccc2c(c1)nc(CCNC(=O)c1ccco1)n2C
  -5	0.98	11	4	-4	1	-0.1	0
> O=C(NC1CCCCC1)c1ccc(-c2ccccc2)cc1
  -3	0.99	3	16	-1	4	0.2	0
> CCOC(=O)CCCC(=O)Nc1ncnc2c1C(c1ccccc1)c1c(ccc3ccccc13)O2 (stereo not drawn)
  7	1.1	-7	-6	-12	-15	1.4	-4
> N#C/C(=C\c1cc2ccccc2nc1N1CCCCC1)C(N)=O
  -6	.	.	-193	0	3	0.7	43*
> c1ccc(-n2nnnc2CN2CCOCC2)cc1
  -23	1.1	-23	9	-2	5	0.0	2
> O=C(CCNS(=O)(=O)c1ccccc1)OCC(=O)c1ccc(F)cc1
  8	1.2	-11	4	0	-1	-0.7	1
> CCCc1cc(=O)[nH]c2nnc(SCC(=O)Nc3cccc(NC(C)=O)c3)n12
  -6	1.1	-2	6	0	-10	-0.5	0
> Cc1ccccc1CN1[C@@H](CC2CCCCC2)COCCS1(=O)=O
  8	0.81	-7	18	-33	0	-0.2	-1
> COc1cccc(OC)c1C(=O)NCCN1CCN(C(=O)c2c(OC)cccc2OC)CC1
  3	0.95	-22	1	-1	-3	-0.8	1
> O=C(O)/C(=C\c1cccc(F)c1)c1ccc(S(=O)(=O)N2CCCCC2)s1
  -11	1	-18	-2	1	11	-8.2	-2
> CC(NC(=O)NCCCC(=O)O)(C(F)(F)F)C(F)(F)F
  -1	0.94	9	34	5	-2	-4.7	1
> Fc1ccccc1CSc1ncnc2c1oc1ccccc12
  8	0.92	-4	14	2	18	4.0	0
> COc1ccc(Cl)cc1C(=O)NCCN(C)C
  4	0.89	-6	26	-1	-1	-2.7	-2
> Cn1c(=O)n(C)c2cc(S(=O)(=O)NCc3ccco3)ccc21
  -6	1.1	-11	5	0	-6	3.3	0
> c1ccc2c(c1)NC(CN1CCOCC1)CO2 (stereo not drawn)
  -3	1.1	-1	20	-2	-7	2.6	0
> O=C(c1cccs1)N1CCN(c2cc(Cl)ccc2Cl)CC1
  -4	0.96	0	15	-3	3	-0.2	-2
> CN(C)c1ccc(NC(=O)CN2CCN(c3ccc(F)cc3)CC2)cc1
  -1	1.1	20	10	0	-6	0.0	1
> Cc1cccc(CN(C)CCc2ccccn2)c1
  -7	1.1	-18	9	-1	-5	-0.6	2
> Nc1sc2c(c1C(=O)NC1CCS(=O)(=O)C1)CCC2 (stereo not drawn)
  51	1	1	12	0	-14	0.0	-25

# Molecules shown so far with a Cl atom, in the order listed:
# Values in the order: PfGluPho inh	hIAP act	SENP6 inh	SENP8 block	NR3A LBD binder	ATG4B inh	MPTP inh	SENP1 FRET inh
> CCCS(=O)(=O)c1c(S(=O)(=O)CCC)c2cnccn2c1C(=O)c1ccc(Cl)cc1
  11	1.1	-17	25	-2	-7	-0.8	0
> COc1ccc(Cl)cc1C(=O)NCCN(C)C
  4	0.89	-6	26	-1	-1	-2.7	-2
> O=C(c1cccs1)N1CCN(c2cc(Cl)ccc2Cl)CC1
  -4	0.96	0	15	-3	3	-0.2	-2

# More structures.
# Values in the order: PfGluPho inh	hIAP act	SENP6 inh	SENP8 block	NR3A LBD binder	ATG4B inh	MPTP inh	SENP1 FRET inh
> COCCNC(=O)C1Nc2ccc(OC(F)(F)F)cc2C2C=CCC12 (stereo not drawn)
  24	1	-7	3	-2	-9	-0.2	0
> COc1cc(S(=O)(=O)NC2CCCCC2C)ccc1Cl (stereo not drawn)
  -22	1.2	-17	26	-17	1	-0.8	0
> COc1ccc(/C=C(\CC(=O)O)c2nc3ccccc3s2)cc1O
  -22	0.82	0	-290	5	-9	0.0	3
> Cc1cc2c(NCc3ccccc3)ncnc2s1
  -6	1.1	6	6	0	9	46	0
> O=C(NC1CCCC1)C(c1ccccn1)N(C(=O)c1csnn1)c1ccc(F)cc1 (stereo not drawn)
  -8	0.93	19	1	0	-2	-0.7	-2
> CCN(CC)C(=O)c1ccccc1NC(=O)c1cccc(S(=O)(=O)N(CC)CC)c1
  -4	0.92	-12	15	-2	-12	-2.3	1
> CC(=O)Nc1c(O)nc(SC/C=C/CSc2nc(O)c(NC(C)=O)c(=O)[nH]2)[nH]c1=O
  -9	1	-3	-3	2	-2	-2.9	-1
> CN(C(=O)COn1nnc2ccc(S(=O)(=O)N3CCOCC3)cc21)c1ccccc1
  -1	1	6	12	2	6	-0.7	2
> CC(=O)C[C@@H](O)CC(=O)[C@@H]1OC(=O)CCCCCCCc2ccccc21
  -5	1.2	-22	11	-2	4	0.4	0
> CCNC(=O)C/C(C)=N/NC(=O)C(=O)Nc1ccc(CC)cc1
  6	1.1	-8	2	-16	-3	-0.2	1
> O=C(Oc1ccc(N2C(=O)CCC2=O)cc1)c1ccco1
  -4	1	-11	20	0	8	-1.8	0
> O=C(NC(=S)NC1C2CC3CC(C2)CC1C3)c1ccccc1 (stereo not drawn)
  4	1	-1	-1	-7	10	0.5	1
> COc1ccc(CN(C)Cc2ccccc2)c(OC)c1OC
  -2	0.95	-9	13	-1	-1	4.9	0
> Cn1c(CCN2CCCCC2)nc2cc(NC(=O)COc3ccc([N+](=O)[O-])cc3)ccc21
  8	1.1	-11	9	4	-10	1.5	0
> CCNC(=O)Nc1cc2nc(C)n(Cc3ccc(Br)cc3)c2nc1C
  -28	1.2	4	6	2	-10	0.7	1
> Cn1c(=O)oc2cc(C(=O)c3ccccc3)ccc21
  -15	1	-9	15	2	3	-1.0	-1
> NC(=O)C1CCN(Cc2nnnn2Cc2ccco2)CC1
  -12	1.6	-3	12	1	-5	-3.2	-3
> COc1ccc(CCCC(=O)Nc2ccccc2F)cc1
  -7	0.95	3	12	-5	6	-0.2	-1
> COC(=O)c1sc(N2C(=O)C(O)=C(C(=O)c3ccc(C)o3)C2c2ccc(F)cc2)nc1C (stereo not drawn)
  -24	0.7	15	-74	-5	-4	-0.4	-52
> CCn1cc(/C=C(\NC(=O)c2ccc(OC)c(OC)c2)C(=O)NCCCN2CCOCC2)c2ccccc21
  -1	1.1	4	-17	-1	-3	0.3	-5
> CC(=O)c1cccc(NC(=O)CCS(=O)(=O)c2cc3c(cc2C)NC(=O)CO3)c1
  -6	1.1	-4	18	53*	3	-1.0	3
> NC(=S)NNC(=O)c1cccc(Cl)c1
  4	1	3	18	-1	-2	-1.0	-1
> CCOC(=O)N1CCN(C(=O)CSc2nnc(-c3cccc(Cl)c3)o2)CC1
  -7	0.92	1	12	-1	0	0.1	3
> O=C1CC(N2CCN(Cc3ccc(Cl)cc3)CC2)C(=O)N1CCc1ccccc1 (stereo not drawn)
  -3	0.96	-26	4	0	-11	4.8	1
> O=C(O)c1cc(-c2cccs2)nc2ccc(Br)cc12
  .	1.1	-14	-222	.	.	2.0	-1
> C[C@H]1CN([C@@H](C)CO)C(=O)c2cccc(NS(=O)(=O)c3ccc(F)cc3)c2O[C@H]1CN(C)S(=O)(=O)c1cn(C)cn1
  16	1	-21	7	1	-7	-1.7	4
> COc1ccc(S(=O)(=O)NC(C)C(=O)NCc2ccccn2)cc1OC (stereo not drawn)
  12	0.97	-15	2	-2	-10	-0.5	0
> Cn1c(=O)oc2cc(S(=O)(=O)NCc3ccc(Cl)cc3)ccc21
  16	0.92	3	12	2	-6	-3.3	1
> COc1ccccc1C1=NNC(=Nc2cccc(S(=O)(=O)N(C)C)c2)SC1
  41	1.1	-8	-9	-1	-24	-3.5	1
> CC1CCCCN1C(=O)CCS(=O)(=O)Cc1ccccc1 (stereo not drawn)
  -5	0.93	-4	1	-2	-2	2.8	0
> COc1ccc(C(CNC(=O)c2ccc(-c3ccccc3)cc2)N(C)C)cc1OC (stereo not drawn)
  -12	1.1	-1	-75	-2	2	80*	-5
> CN(C)c1ccc(NC(=S)NCC2CCCO2)cc1 (stereo not drawn)
  -5	0.81	4	21	0	5	2.6	-1
> Cc1ccc(C(=O)Nc2ccc(S(=O)(=O)NCc3ccco3)cc2)cc1
  10	0.96	13	6	-1	1	-1.2	-3
> O=C(O)c1ccc(NC(=O)c2ccc(COc3ccc(Cl)cc3)o2)cc1
  -6	0.94	-20	26	1	-6	0.1	0
> COC(=O)c1c(NC(=O)c2ccn(C)n2)sc2c1CCC2
  -1	1.3	-13	-394	2	6	-0.2	0
> CCOC(=O)c1nnn(-c2nonc2-n2cccc2)c1C
  2	1.1	-1	7	0	-11	-0.8	1
> S=c1[nH]nc(CSc2nc3ccccc3s2)n1C1CCCCC1
  30	1.3	-3	14	-18	9	2.6	1
> O=C(Nc1cccc(C(=O)O)c1)Nc1ccc2c(c1)OCO2
  1	1.1	96*	4	24*	8	0.0	0
> O=S(=O)(N/N=C/c1c(F)cccc1Cl)c1ccccc1
  27	1.1	-17	26	10*	-4	-1.7	3
> CC(=O)Oc1ccccc1C(=O)N(C1CCCCC1)C1CCCCC1
  0	1.2	10	18	1	2	-0.1	-2
> COc1ccc(CC(=O)N(C)Cc2ccc(OC(F)F)cc2)cc1S(=O)(=O)N1CCOCC1
  -19	.	.	4	-1	3	-0.4	-1
> COc1ccc(C2c3c(c(C)c(C)oc3=O)Oc3c(C)c(C)oc(=O)c32)cc1
  -5	0.87	-4	-14	-1	0	-1.3	2
> O=[N+]([O-])c1ccccc1-c1ccc(C(=S)N2CCN(c3ccccc3)CC2)o1
  49	0.9	30	-7	-1	-2	6.0	-2
> O=C(Nc1cccc(F)c1)Nc1cnccn1
  1	1.1	-3	2	21*	-4	0.6	1
> CCOC(=O)c1ccc(NC(=O)CCCN2C(=O)NC3(CCCC3)C2=O)cc1
  7	1	0	19	-2	-7	0.0	-1
> COc1ccccc1OC(C)C(=O)Nc1ccc(S(=O)(=O)Nc2nccs2)cc1 (stereo not drawn)
  -13	1.1	-21	12	-2	-6	-1.5	1
> CC(C)CN1C(=O)C(NC(=O)C2CC2)(C(F)(F)F)C2=C1CC(C)(C)CC2=O (stereo not drawn)
  -15	0.97	3	14	0	0	0.7	2
> CC(C)(C)N(Cc1ccccc1)C(=O)COC(=O)C1CC1
  -4	0.91	-2	-1	1	1	0.1	-1
> Cc1ccc(C2=NN(CCC#N)C(=O)CO2)cc1
  -5	1	9	9	-1	1	-0.9	-1
